# Compound activity (PubChem BioAssay)
# M4 PAM: CHRM4 positive allosteric modulation | 360,000 tested, 0.4% active | AID 624126 | CHO-K1 hM4/Gqi5, Fluo-8 calcium fluorescence, ACh EC20; 0% = ACh EC20, 100% = maximal ACh | P08173 | activation, % at 3 µM;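 active = activation above its plate's cutoff, the mean activation of sample wells plus 3 SD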; also: some results filed as inactive read as strong as hits
# Target sequence (P08173 whole entry, looked up): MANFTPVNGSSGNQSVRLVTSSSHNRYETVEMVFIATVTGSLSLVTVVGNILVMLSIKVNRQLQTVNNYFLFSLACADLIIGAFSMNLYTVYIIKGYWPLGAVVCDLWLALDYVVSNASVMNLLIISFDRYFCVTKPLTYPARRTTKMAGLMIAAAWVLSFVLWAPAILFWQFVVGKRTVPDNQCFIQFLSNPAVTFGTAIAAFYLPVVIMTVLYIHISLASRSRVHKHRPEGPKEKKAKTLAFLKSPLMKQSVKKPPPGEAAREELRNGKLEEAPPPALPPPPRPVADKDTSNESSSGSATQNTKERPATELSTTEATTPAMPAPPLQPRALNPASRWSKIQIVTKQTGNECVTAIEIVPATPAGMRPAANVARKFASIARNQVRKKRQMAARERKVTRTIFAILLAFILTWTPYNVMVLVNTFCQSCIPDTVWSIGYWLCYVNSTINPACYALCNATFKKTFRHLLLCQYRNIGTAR
# MEKK3 PB1 HTS: MEKK3-MEK5 PB1 interaction, increase or decrease; Q99759; bead-based flow cytometry, Alexa488-MEK5 binding to MEKK3; actives lie on both sides; 0 = blocked by unlabeled MEK5, 100 = vehicle; binding response (% of control), % at 10 µM; 290,000 tested, 1.4% active;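 active = binding response more than 3 SD above or below the average of its plate-row segment, actives on both sides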;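 also: Alexa488 bead fluorescence after subtracting the streptavidin-only scavenger bead signal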
# IDE cell inh: inhibits human insulin-degrading enzyme in HEK cells; P14735; FAbetaB cleavage, fluorescence polarization; inhibition, % at 5.59 µM; 320,000 tested, 0.41% active; AID 434962;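 active = percent inhibition above the average of all tested compounds plus 3 SD, set per screening campaign, cut at about 16% in these data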;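 also: IDE supplied by intact live HEK cells; FP after avidin binding of uncleaved biotin substrate so inhibition keeps polarization high; 0% = DMSO wells and 100% = 60 µM reference IDE inhibitor Ii1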
# PHOSPHO1 inh: inhibitors of human PHOSPHO1 phosphatase. recombinant PHOSPHO1, absorbance phosphatase assay. inhibition, % at 13.3 µM. 290,000 tested, 1.1% active. AID 1565; in the data active = inhibition above about 60%
# Target sequence (Q8TCT1 whole entry, looked up): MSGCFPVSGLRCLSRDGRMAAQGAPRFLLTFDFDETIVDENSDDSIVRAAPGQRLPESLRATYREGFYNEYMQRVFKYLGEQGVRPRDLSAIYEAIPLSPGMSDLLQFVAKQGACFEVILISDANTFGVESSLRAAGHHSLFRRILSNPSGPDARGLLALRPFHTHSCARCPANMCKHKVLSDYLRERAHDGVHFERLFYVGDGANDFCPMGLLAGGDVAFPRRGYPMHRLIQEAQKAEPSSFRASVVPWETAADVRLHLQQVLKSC
# IDE act: boosts human insulin-degrading enzyme activity in HEK cells; activation, % at 5.96 µM; P14735; AID 493087; 340,000 tested, 0.073% active; FAbeta-B cleavage, fluorescence polarization; 0% vehicle, 100% cell-free pure enzyme wells;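 active = activation above the mean of all tested compounds plus 3 SD, set per screening campaign, cut at about 17% in these data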
# CRFR2-BP antag: antagonists of CRF-binding protein/CRF-R2 receptor complex; inhibition, % at 11.8 µM; HEK293 CRF-R2/CRF-BP, CRF-induced calcium fluorescence; AID 588475; 350,000 tested, 0.59% active;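 active = inhibition of the ligand-induced calcium signal above about 50% at the single tested concentration, limit read from the data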
# pCIP destab: p/CIP protein destabilization; Q05BA5; F442A p/CIP-EGFP cells, EGFP fluorescence, 16 h; decrease of EGFP signal, % at 10 µM; 290,000 tested, 0.01% active;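 active = EGFP signal decrease of at least 30% at 10 µM or well 3 SD below plate mean, unless failing retest; inactive = the rest, including hits failing retest or dose response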; also: some compounds called inactive have numbers as strong as hits; many of its hits are not listed in these tables
# GalR3 antag: antagonists of human GalR3 | inhibition, % at 3 µM | 360,000 tested, 0.44% active | O60755 | HEK293 GalR3-CNG cAMP membrane potential fluorescence; galR3 body fused to GalR1 C-terminus;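 active = inhibition above the screen-wide average plus 3 SD, cut at about 13% in these data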;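 also: forskolin and galanin both at EC90 stimulate the cells; cAMP rise reported by CNG channel membrane potential dye signal; 0% = forskolin plus galanin with DMSO and 100% = forskolin alone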
# Target sequence (O60755 1-299 limits assumed): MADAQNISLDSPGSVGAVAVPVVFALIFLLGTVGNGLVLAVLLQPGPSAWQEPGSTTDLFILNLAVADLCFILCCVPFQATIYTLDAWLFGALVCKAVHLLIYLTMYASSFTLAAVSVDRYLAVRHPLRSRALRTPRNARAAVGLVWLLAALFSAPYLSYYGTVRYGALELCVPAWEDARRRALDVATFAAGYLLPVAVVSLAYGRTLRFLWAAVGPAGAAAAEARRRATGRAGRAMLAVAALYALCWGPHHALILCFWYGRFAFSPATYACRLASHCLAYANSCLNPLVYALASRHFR
# CRFBP-R2 agonist: CRF-BP/CRF-R2 complex agonism; HEK293 CRF-R2/CRF-BP, calcium dye fluorescence (FLIPR); percent of saturating CRF peptide response; activation, % at 13.2 µM; 350,000 tested, 0.46% active; AID 588473;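 active = activation of at least 50%, plus an integration ratio under a set limit after plate pattern correction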;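 also: plate controls were neutral control wells without compound for no effect and CRF at EC100 for full effect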
# The depositor's hits bear a star; x = no result given; [ ] = another dose, or the depositor's remark.
1. COc1ccccc1N(CC(=O)N/N=C/c1c(O)ccc2ccccc12)S(C)(=O)=O
2. COc1cc2c(c(OC)c1OC)C(=O)CC2
3. Cc1cc[n+](-c2[nH]c(=O)sc2/C=N/N=C(\[O-])c2ccncc2)cc1
4. Cc1nn(C)c(C(=O)NC(=S)Nc2ccc([N+](=O)[O-])cc2)c1Cl
5. CC(C)(C)NC(=O)CN(C(=O)CS(=O)CC(=O)Nc1ccc(F)cc1)c1ccc(Cl)cc1 (centres undefined)
6. O=C(Nc1ccc(S(=O)(=O)N2CCOCC2)cc1)c1cccc(Br)c1

screen / no.	1	2	3	4	5	6
M4 PAM	-6.7	0.5	-0.7	0.1	-2.3	1.1
MEKK3 PB1 HTS	97.0	103.0	100.0	103.0	104.0	111.0
IDE cell inh	1.6	-0.2	-8.1	x	0.9	0.6
PHOSPHO1 inh	5.9	-3.1	48.8	x	20.9	13.5
IDE act	3.7	-0.8	-0.6	-2.0	-2.5	3.6
CRFR2-BP antag	-12.1	10.5	0.9	-18.0	-43.3	-4.0
pCIP destab	-1.7	-11.8	-8.7	8.7	-10.2	-9.0
GalR3 antag	-2.8	-5.1	-8.9	-1.1	-4.1	-3.3
CRFBP-R2 agonist	-4.2	-3.4	-0.9	1.6	0.4	-3.7

7. COc1ccc(OC)c2nc3c(C(=O)NCCN(C)C)cccc3nc12
8. CCOC(=O)c1c(C=O)c(C)n(Cc2ccc(C)cc2)c1C
9. O=c1ccn(Cc2ccccc2Cl)cc1
10. CCOc1ccc(CCNC(=O)COC(=O)COc2ccccc2C)cc1OCC
11. COCCNC(=S)NNC(=O)c1cc(-c2cccnc2)nc2ccccc12
12. CCN(CC)S(=O)(=O)c1ccc(Cl)c(NC(=O)c2ccc(C#N)cc2)c1

screen / no.	7	8	9	10	11	12
M4 PAM	-2.1	-0.8	2.4	0.3	-4.4	-1.8
MEKK3 PB1 HTS	x	102.0	72.0	x	100.0	98.0
IDE cell inh	x	-1.1	-3.0	-1.4	x	1.9
PHOSPHO1 inh	x	6.8	-31.3	x	22.6	-10.5
IDE act	5.1	4.2	1.5	2.4	-1.5	8.3
CRFR2-BP antag	25.8	23.8	-61.7	7.0	-14.9	-8.3
pCIP destab	x	-7.9	44.6	x	-1.0	0.3
GalR3 antag	-0.8	-8.0	-5.2	-1.0	-0.1	3.9
CRFBP-R2 agonist	-6.0	-0.1	5.4	-0.6	-0.2	-4.5

13. Cc1ccccc1N(CC(=O)NCc1ccc2c(c1)OCO2)C(=O)CCC(=O)Nc1ccccn1
14. COc1ccc(C(=O)O)cc1S(=O)(=O)N(C)CCc1ccccn1
15. CC(NC(=O)/C(C#N)=C/c1ccc(C(=O)O)cc1)c1ccccc1 (centres undefined)
16. COc1ccc(NC(=O)COC(=O)[C@@H](NC(=O)c2c(F)cccc2F)C(C)C)cc1
17. COC(=O)c1ccccc1NC(=O)CNc1cc(OC)c(OC)cc1C
18. Cc1[nH]c2ccccc2c1N=Nc1ccccc1F

screen / no.	13	14	15	16	17	18
M4 PAM	6.7	-8.0	7.5	-0.5	-6.3	6.7
MEKK3 PB1 HTS	76.0*[inhibitor]	103.0	x	102.0	99.0	100.0
IDE cell inh	-3.5	-2.1	1.3	3.3	0.2	1.3
PHOSPHO1 inh	-11.0	24.0	x	0.1	-11.1	-13.4
IDE act	-1.8	3.8	-2.4	-0.6	-2.0	6.1
CRFR2-BP antag	-24.6	-13.2	-23.0	-8.8	-9.6	3.3
pCIP destab	-6.1	-10.6	x	9.0	4.7	2.1
GalR3 antag	-2.4	-1.8	-3.2	4.0	4.8	-3.9
CRFBP-R2 agonist	-2.2	0.2	1.1	-1.4	-1.7	-1.1

19. O=C(COCc1ccccc1)N[C@@H]1c2ccccc2CC[C@@H]1OCc1ccccc1
20. CCc1cccc(N(C(=O)c2csnn2)C(C(=O)NC2CCCC2)c2cccnc2)c1 (centres undefined)
21. CC(=O)c1ccc(NC(=O)COC(=O)C2CCN(S(=O)(=O)c3cccs3)CC2)cc1
22. CC(C)(Oc1ccc(CCNC(=O)c2ccc(-c3ccc(Cl)cc3)o2)cc1)C(=O)O
23. CCCCCCN1C[C@H](n2cc(COC(=O)c3ccccc3)nn2)[C@@H](O)C[C@@H]1c1ccc(Cl)cc1
24. COCC(=O)NC1CCN(C(=O)NCc2ccccc2)CC1

screen / no.	19	20	21	22	23	24
M4 PAM	-7.0	11.2	5.2	-9.8	-6.7	7.7
MEKK3 PB1 HTS	x	103.0	x	101.0	x	97.0
IDE cell inh	x	-2.2	x	1.7	x	-4.2
PHOSPHO1 inh	x	18.4	x	41.2	x	-6.8
IDE act	5.0	-2.4	-0.8	x	x	5.4
CRFR2-BP antag	4.3	0.8	19.4	-4.4	-7.4	-1.7
pCIP destab	x	-3.7	x	8.4	x	-2.1
GalR3 antag	-8.7	-6.8	-2.3	-2.4	-1.2	-7.1
CRFBP-R2 agonist	3.9	2.5	13.9	2.4	-1.0	0.9

# Quoted at random: 5 compounds from above
10. CCOc1ccc(CCNC(=O)COC(=O)COc2ccccc2C)cc1OCC
9. O=c1ccn(Cc2ccccc2Cl)cc1
1. COc1ccccc1N(CC(=O)N/N=C/c1c(O)ccc2ccccc12)S(C)(=O)=O
19. O=C(COCc1ccccc1)N[C@@H]1c2ccccc2CC[C@@H]1OCc1ccccc1
16. COc1ccc(NC(=O)COC(=O)[C@@H](NC(=O)c2c(F)cccc2F)C(C)C)cc1

screen / no.	10	9	1	19	16
M4 PAM	0.3	2.4	-6.7	-7.0	-0.5
MEKK3 PB1 HTS	x	72.0	97.0	x	102.0
IDE cell inh	-1.4	-3.0	1.6	x	3.3
PHOSPHO1 inh	x	-31.3	5.9	x	0.1
IDE act	2.4	1.5	3.7	5.0	-0.6
CRFR2-BP antag	7.0	-61.7	-12.1	4.3	-8.8
pCIP destab	x	44.6	-1.7	x	9.0
GalR3 antag	-1.0	-5.2	-2.8	-8.7	4.0
CRFBP-R2 agonist	-0.6	5.4	-4.2	3.9	-1.4

# Remaining list, next part.
25. COC(=O)c1sc(NC(=S)NC(=O)c2ccccc2)nc1C
26. COc1ccc(-c2nc(CSCC(=O)N3CCc4ccccc43)c(C)o2)cc1OC
27. CN(c1ccccc1)S(=O)(=O)c1cccc(NC(=O)CCNC(=O)c2ccco2)c1
28. CCc1ccc(-n2c(SCC(=O)NC3CCS(=O)(=O)C3)nc3ccccc3c2=O)cc1 (centres undefined)
29. O=C(c1cn(-c2ccccc2)nc1-c1cccnc1)N1CCCC(C(F)(F)F)C1 (centres undefined)
30. CCCCNC(=O)N1CCN(c2ncccn2)CC1

screen / no.	25	26	27	28	29	30
M4 PAM	16.7	-3.6	-7.2	6.3	11.5	2.2
MEKK3 PB1 HTS	103.0	102.0	x	x	x	99.0
IDE cell inh	-1.8	3.7	x	-0.4	2.6	-0.5
PHOSPHO1 inh	-13.9	24.2	x	x	x	45.4
IDE act	1.4	3.4	x	4.8	-0.5	-3.9
CRFR2-BP antag	-9.7	7.9	8.8	-7.1	-9.0	33.8
pCIP destab	-11.6	-3.8	x	x	x	-1.3
GalR3 antag	-6.6	-0.5	-5.4	-6.6	-4.6	-2.9
CRFBP-R2 agonist	18.2	-5.1	-2.2	-0.4	-0.5	5.9

# Continuation.
# Values run as follows: M4 PAM, MEKK3 PB1 HTS, IDE cell inh, PHOSPHO1 inh, IDE act, CRFR2-BP antag, pCIP destab, GalR3 antag, CRFBP-R2 agonist
31) COc1cc2cc(CN(CCc3ccccc3C)C(=S)NCCCN(C)C)c(=O)[nH]c2cc1OC
→ -6.2, 104.0, 0.1, -2.9, -1.5, -9.9, -2.7, -1.9, 0.0
32) CCC(CC)C(=O)NCCc1ccc(OC)c(OC)c1
→ -0.1, 101.0, -2.1, -16.2, 1.1, -37.4, -1.6, 3.5, -0.8
33) COc1ccc(N(CC(=O)Nc2cc(OC)cc(OC)c2)S(=O)(=O)c2c(C)n[nH]c2C)cc1
→ -8.0, 94.0, 5.0, 24.0, 7.1, -17.3, -10.0, 2.1, 0.3
34) CCOC(=O)CCc1c(C)n[nH]c1C
→ -4.5, 74.0, 7.3, 16.2, 1.2, 9.1, 1.0, -3.4, -1.2
35) COC(=O)C1=C(C)N(Cc2ccco2)C(=O)N[C@@H]1c1ccc(Br)cc1
→ 8.6, 101.0, -0.2, x, -1.8, -1.3, x, -1.7, -1.6
36) O=C(O)c1ccccc1C(=O)N1CCN(c2cccc(Cl)c2)CC1
→ 0.7, 109.0, -0.6, 5.3, 2.3, 0.7, -13.7, -8.1, -2.2
37) CC(C)CC(=O)Nc1ccccc1-c1nnn(CC(=O)N2CCOCC2)n1
→ -10.2, 91.0, 0.7, 24.4, 0.9, 10.9, 8.5, -0.4, 1.5
38) Cn1ncc([N+](=O)[O-])c1C(=O)Nc1ccccc1
→ -7.0, 100.0, 3.4, 2.6, 0.0, 2.8, -0.9, -3.6, -0.5
39) CCC(CO)Oc1cc(NC(=O)c2ccc(OC)cc2)c2ncn(C(C)C)c2c1 (centres undefined)
→ 0.3, x, -0.1, x, -2.2, 2.8, x, 8.6, -5.0
40) CC(/C=N/O)Cc1ccc2c(c1)OCO2 (centres undefined)
→ -1.4, 104.0, -2.4, x, 5.0, 11.7, x, -0.2, -1.1

# Further compounds follow:
# Values run as follows: M4 PAM, MEKK3 PB1 HTS, IDE cell inh, PHOSPHO1 inh, IDE act, CRFR2-BP antag, pCIP destab, GalR3 antag, CRFBP-R2 agonist
41) COc1ccc(S(=O)(=O)NCCN2CCNC2=O)cc1OC
→ -6.1, 99.0, -0.7, 37.7, x, 0.8, 3.2, -1.8, 0.4
42) COCCN1C(=O)C(=O)/C(=C(/O)c2cccc(OC)c2)C1c1ccc(C)o1 (centres undefined)
→ 17.9, 106.0, -6.0, 37.9, 12.6, 7.4, -10.7, -2.7, 2.1
43) COc1ccc(NC(=O)Nc2cccc(C(F)(F)F)c2)cn1
→ -7.6, 88.0, 7.1, 6.6, 6.0, 17.4, 12.8, -7.4, 34.5
44) Cc1ccccc1-n1c(=O)cc(N2CCCCCC2)[nH]c1=O
→ -4.1, 103.0, 0.5, -7.7, -1.3, -4.6, 1.2, 3.2, 0.0
45) CC(C)(C)NC(=O)C[C@H]1C[C@H](C(=O)N2CCOCC2)[C@@]2(C)c3[nH]c4ccc(Cl)cc4c3CCN2C1=O
→ -0.1, x, x, x, 1.8, 5.1, x, -5.0, -1.8
46) CCCC(=O)N1CCN(c2ccc(NC(=O)c3ccc4c(c3)OCCO4)cc2)CC1
→ 3.4, 99.0, 3.2, -5.9, 3.2, 7.1, 1.2, -3.5, 0.0
47) Cn1c2c(c(=O)n(C)c1=O)C(c1ccccc1Cl)CC(=O)N2 (centres undefined)
→ 4.2, 104.0, 1.2, -5.3, 4.2, -3.4, 2.8, -0.8, 0.3
48) CCN(CC)C(=O)CSc1nnc2nnc3cc(OC)ccc3n12
→ -5.8, 107.0, -0.1, -26.9, x, -12.2, -14.1, -1.3, 22.5

# An unsorted share of the library; overall some 4.2% were active at least once.
